# Akt phos inh: Akt phosphorylation inhibition; Neuro2A IGF-stimulated pAkt S473 HTRF, 20 min; hits give low values; activity change, % for hits at 50 µM; 360,000 compounds, 0.32% hits; in the data active = activity change below about -80%; inconclusive = mostly about -51% to -80%; note: % is set by controls: 0 for no effect and ±100 for the full control effect
#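 Single-point screen (50 µM final compound) in Neuro2A cells stimulated 20 min with 6 nM IGF at 37 deg C. After lysis, Ser473-phosphorylated Akt read by HTRF (ex 330 nm, em 615/665 nm) as the 665/615 ratio.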
# EPAC2 ag: EPAC2 (human) agonism. Q8WZA2. EPAC2 activation, biochemical qHTS; response scale: 100% = 6.5 mM cAMP response. Potency, µM (highest dose often 154 µM), for the others: at the top dose activation, hits mostly activators. 360,000 compounds, 0.079% hits; note: potency is the fitted concentration of half-maximal effect; nearly all actives have a fitted effect of over 50% in size
# Target sequence (Q8WZA2 whole entry, looked up): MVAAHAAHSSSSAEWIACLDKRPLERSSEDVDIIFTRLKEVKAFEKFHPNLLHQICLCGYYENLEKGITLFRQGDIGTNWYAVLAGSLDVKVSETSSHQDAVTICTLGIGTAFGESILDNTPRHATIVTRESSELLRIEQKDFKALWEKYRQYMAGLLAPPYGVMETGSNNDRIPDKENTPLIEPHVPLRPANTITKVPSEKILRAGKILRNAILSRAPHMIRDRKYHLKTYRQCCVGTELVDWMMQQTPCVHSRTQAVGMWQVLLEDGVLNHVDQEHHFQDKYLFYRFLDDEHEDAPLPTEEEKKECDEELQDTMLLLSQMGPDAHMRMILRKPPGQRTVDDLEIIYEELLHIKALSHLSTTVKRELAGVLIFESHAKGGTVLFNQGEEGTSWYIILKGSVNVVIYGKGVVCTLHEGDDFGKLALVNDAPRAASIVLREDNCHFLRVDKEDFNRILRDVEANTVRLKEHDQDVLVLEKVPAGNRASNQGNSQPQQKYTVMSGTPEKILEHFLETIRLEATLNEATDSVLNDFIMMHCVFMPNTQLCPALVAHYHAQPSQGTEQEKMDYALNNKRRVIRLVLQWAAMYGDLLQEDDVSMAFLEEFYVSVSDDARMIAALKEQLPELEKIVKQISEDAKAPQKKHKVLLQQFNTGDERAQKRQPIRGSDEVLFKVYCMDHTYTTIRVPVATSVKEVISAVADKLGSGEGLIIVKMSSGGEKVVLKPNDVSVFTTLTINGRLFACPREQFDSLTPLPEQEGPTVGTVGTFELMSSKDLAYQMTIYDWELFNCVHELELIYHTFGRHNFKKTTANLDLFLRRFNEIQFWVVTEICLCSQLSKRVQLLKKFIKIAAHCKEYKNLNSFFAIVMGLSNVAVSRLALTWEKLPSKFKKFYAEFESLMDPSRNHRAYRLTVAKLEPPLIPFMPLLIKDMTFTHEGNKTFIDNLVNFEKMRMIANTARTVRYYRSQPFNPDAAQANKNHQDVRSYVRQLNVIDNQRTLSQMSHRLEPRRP
#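 Guanine nucleotide exchange by EPAC2 is measured as reduced fluorescence of BODIPY-GDP once it is released from 250 nM Rap1B. Plates are read kinetically for 30 min at room temperature; results are scaled to 6.5 mM cAMP.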
# CCT modulator: changes cytosolic chaperonin activity. purified chaperonin ATPase assay, HTRF ADP detection, 30 min. activity change, % (concentration not given with the values), hits read low. 360,000 compounds, 0.3% hits. AID 651819; in the data active = activity change below about -30%; note: % is set by controls: 0 for no effect and ±100 for the full control effect
#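 Nucleotide hydrolysis assay: TRiC at 20–40 nM final (set by batch activity) with 10 uM ATP, 30 min at 37 °C, in presence of 76 uM compound. Detection by competitive ADP HTRF, 30 min ambient.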
# Nrf2 block: inhibitors of Nrf2 signaling; Potency, µM (top dose mostly 46 µM), for the others: at the highest dose activity change, negative = inhibition, hits mostly inhibitors; 360,000 compounds, 2.1% hits; A549 ARE-Fluc reporter, luciferase luminescence, 18-24 h; note: potency is the fitted concentration of half-maximal effect; % is set by controls: 0 for no effect and ±100 for the full control effect; nearly all actives have a fitted effect of over 60% in size
#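 Concentration-response testing used A549 ARE_Fluc cells at 5000 cells/well. Following an 18-24 h compound incubation, viability was read by fluorescence (Ex 405/Em 525) and luciferase output by luminescence.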
# Mm-Cpn inhibitor: blocks the Methanococcus maripaludis chaperonin Mm-Cpn. purified Mm-Cpn ATPase, ADP Transcreener TR-FRET. Potency, µM (highest dose often 76.9 µM), without a hit: at the top dose activity, negative = inhibition, hits mostly inhibitors. 330,000 compounds, 0.031% hits; note: potency is the fitted concentration of half-maximal effect; % is set by controls: 0 for no effect and ±100 for the full control effect; nearly all actives have a fitted effect of over 80% in size
#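 Reaction buffer contained 30 mM Tris pH 7.4, 100 mM KCl, 5 mM MgCl2 and 1 mM DTT. Mm-CPN (25 nM final) hydrolysed 10 uM ATP over 30 min at 37°C; ADP was read by HTRF.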
# Nrf2 ARE act: Nrf2 pathway activation. AREc32 ARE-luciferase reporter (MCF7-derived line), luminescence, 24 h. Potency, µM (titrated, usually from 46.1 µM), inactives show at the top dose activation, usual class: activators. 410,000 compounds, 0.31% hits. AID 624171; note: potency is the fitted concentration of half-maximal effect; % of control where 0% means no effect; nearly all actives have a fitted effect of over 65% in size
#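 AREc32 cells carrying an ARE-driven firefly luciferase reporter were seeded at 1000 cells/well in OPTI-MEM with 5% FBS, then exposed to compound for 24 hr at 37 deg C. Luminescence was read with Steady-Glo after 30 min at RT.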
# A549 tox: kills or reduces viability of A549 cells in Nrf2 counter-screen; AID 504648; Potency, µM (doses to about 46 µM), inactives show at the highest dose activity change, negative = cytotoxicity, usual class: inhibitors; A549 ARE-Fluc cells, CellTiter-Fluor viability, 18-24 h; 390,000 compounds, 0.16% hits; note: potency is the fitted concentration of half-maximal effect; % is set by controls: 0 for no effect and ±100 for the full control effect
#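 A549 ARE-Fluc cells in 5% FBS OPTI-MEM, 5000 cells/well, rested 2 h then exposed to compounds in concentration-response for 18-24 h at 37 °C. Viability by CellTiter-Fluor fluorescence (Ex 405/Em 525) after 30 min; luciferase luminescence (BugLite, 15 min, RT) read afterwards.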
# TGFb inhibitor: inhibitors of TGF-b signaling | AID 588855 | 410,000 compounds, 1.2% hits | HepG2 CAGA-GFP TGF-b/SMAD3 reporter, GFP fluorescence, 18 h; TGF-beta stimulated, 500 pg/mL final | Potency, µM (titrated, usually from 46.1 µM), inactives show top-dose activity, negative = inhibition, usual class: inhibitors; note: potency is the fitted concentration of half-maximal effect; % is set by controls: 0 for no effect and ±100 for the full control effect; nearly all actives have a fitted effect of over 65% in size
#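 First, reporter cells (HEPG2 CAGA-GFP) rested 2 h at 37 degrees C. Next, compounds were pinned in and TGF-beta added to 500 pg/mL final. After 18 h, GFP was imaged per cell and summed per well.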
# EPAC2 antag: blocks human EPAC2 exchange factor. Q8WZA2. EPAC2 GEF exchange of Rap1B-BODIPY-GDP, fluorescence. Potency, µM (series often up to 114 µM), for the others: top-dose activity, negative = inhibition, actives largely listed as inhibitors. 360,000 compounds, 0.18% hits. AID 720708; note: potency is the fitted concentration of half-maximal effect; % is set by controls: 0 for no effect and ±100 for the full control effect; nearly all actives have a fitted effect of over 45% in size; many of its hits are not listed in these tables
# * hit, by the source's call; i = inactive; u = inconclusive; x = not tested or not shown; & = joins results of further samples. Unless noted, calls come from the whole dose curve; as a rule, active = well fitted curve in the direction sought with a large enough effect; inconclusive = small, poorly fitted or top-dose-only effect, or another doubt; inactive = no such curve, though single readings can be large; an effect the other way counts as inactive or inconclusive.
# Codes – A = Akt phos inh; B = EPAC2 ag; C = CCT modulator; D = Nrf2 block; E = Mm-Cpn inhibitor; F = Nrf2 ARE act; G = A549 tox; H = TGFb inhibitor; I = EPAC2 antag
SMILES: CC(C(=O)Nc1cccc(S(=O)(=O)N2CCOCC2)c1)N1CCN(C)CC1 (stereo not drawn)
  A = i; B = -4%; C = -0.4; D = -11%; E = 1%; F = -0.5%; G = 2%; H = 0%; I = -3%

SMILES: Cc1ccc(S(=O)(=O)N2[C@@H](c3ccc(Br)cc3)C(C(=O)O)=CC[C@H]2c2ccc(C(C)C)cc2)cc1
  A = i; B = 5%; C = -1.9; D = u; E = 0%; F = 3.8%; G = u; H = 9%; I = u

SMILES: CCSc1nccc(-c2nn(-c3ccc(C)cc3)ccc2=O)n1
  A = i; B = -1%; C = 1.2; D = u; E = -2%; F = -0.9%; G = u; H = -6%; I = 10%

SMILES: Cc1ccccc1N=C1N=C(N)c2ccccc21
  A = i; B = 4%; C = -0.8; D = -3%; E = -1%; F = 0.5%; G = -18%; H = -9%; I = 6%

SMILES: Cc1cc(C)cc(NC(=O)CSc2nc(CSc3ccc(Cl)cc3)cc(=O)[nH]2)c1
  A = i; B = 1%; C = 0.4; D = -5%; E = 2%; F = 0.0%; G = 4%; H = 1%; I = -3%

SMILES: Cc1cccc(C)c1NC(=O)Cn1c(=O)n(Cc2ccc(C(=O)NCc3ccco3)cc2)c(=O)c2sccc21
  A = x; B = x; C = x; D = 18µM*; E = x; F = 0.2%; G = -22%; H = u; I = x

SMILES: O=C(c1ccncc1)c1ccc(N2CCN(C3CC(=O)N(Cc4cccs4)C3=O)CC2)cc1 (stereo not drawn)
  A = i; B = 2%; C = 1.3; D = u; E = -10%; F = 3.7%; G = 12%; H = u; I = 5%

SMILES: Nc1ccc(S(=O)(=O)c2ccc(N3CCOCC3)c(N)c2)cc1
  A = i; B = 0%; C = -0.7; D = x; E = x; F = -0.2%; G = x; H = -4%; I = 5%

SMILES: COc1cc(S(=O)(=O)N(Cc2ccc(C)cc2)Cc2ccco2)ccc1-n1cnnn1
  A = i; B = -12%; C = 1.6; D = u; E = 2%; F = 3.3%; G = 1%; H = -1%; I = -4%

SMILES: O=C(c1cc([N+](=O)[O-])cc([N+](=O)[O-])c1)N1CCN(C(=O)c2ccco2)CC1
  A = i; B = 12%; C = -1.0; D = 3%; E = 1%; F = 0.2%; G = 0%; H = -5%; I = -2%

SMILES: CCOC(=O)C1=C(CC)Nc2ccccc2N=C1NC(=O)Nc1ccccc1OC
  A = i; B = 0%; C = -1.8; D = -8%; E = 0%; F = -0.4%; G = -3%; H = -7%; I = 0%

SMILES: COc1ccccc1-c1nnc2n1N=C(C)CS2
  A = x; B = -7%; C = -0.4; D = x; E = -6%; F = -0.4%; G = -2%; H = 2%; I = -1%

SMILES: COc1cc(NC(=O)c2ccccc2)c(OC)cc1NC(=O)CN1CCN(c2ccccn2)CC1
  A = i; B = 11%; C = -0.4; D = x; E = 1%; F = 0.2%; G = 0%; H = 5%; I = -4%

SMILES: Cc1cccc(C(=O)NCC(=O)N2CCN(S(=O)(=O)/C=C/c3ccccc3)CC2)c1
  A = i; B = -6%; C = -0.2; D = 2%; E = -1%; F = -0.7%; G = 0%; H = -19%; I = -3%

SMILES: N#Cc1nc(Cc2ccccc2)oc1N1CCC(Cc2ccccc2)CC1
  A = i; B = 9%; C = 2.0; D = -28%; E = 0%; F = 0.2%; G = 2%; H = -24%; I = -1%

SMILES: Cc1ccc(N2CC(=O)N(c3ccc(C)cc3)CC2=O)cc1
  A = i; B = 3%; C = -1.4; D = 1%; E = -3%; F = -1.8%; G = 0%; H = 8%; I = -5%

SMILES: c1nc(NCc2ccc3c(c2)OCO3)c2cc(-c3ccc4c(c3)OCCO4)ccc2n1
  A = x; B = 18%; C = x; D = 23µM*; E = -4%&0%; F = 7.0%; G = 2%; H = u; I = 16%

SMILES: Cc1ccc(C(=O)NCC(=O)OCC(=O)Nc2ccc(Cl)cc2C(F)(F)F)cc1C
  A = i; B = -10%; C = 0.1; D = 7%; E = u; F = 0.3%; G = -1%; H = 1%; I = 9%

SMILES: CCCCn1c(CNC(=O)C23CC4CC(CC(C4)C2)C3)nnc1SCC(=O)Nc1nnc(C)s1
  A = i; B = -3%; C = 0.1; D = 4%; E = -2%; F = -0.8%; G = 10%; H = -7%; I = 4%

SMILES: COc1cc(NS(=O)(=O)c2cc3c(cc2C)N(C)CCO3)cc(OC)c1OC
  A = x; B = x; C = x; D = 13%; E = x; F = 0.0%; G = -2%; H = -17%; I = x

# Sorted by SMILES length (descending): some entries from above.
# Codes – A = Akt phos inh; B = EPAC2 ag; C = CCT modulator; D = Nrf2 block; E = Mm-Cpn inhibitor; F = Nrf2 ARE act; G = A549 tox; H = TGFb inhibitor; I = EPAC2 antag
SMILES: O=C(c1cc([N+](=O)[O-])cc([N+](=O)[O-])c1)N1CCN(C(=O)c2ccco2)CC1
  A = i; B = 12%; C = -1.0; D = 3%; E = 1%; F = 0.2%; G = 0%; H = -5%; I = -2%

SMILES: CCCCn1c(CNC(=O)C23CC4CC(CC(C4)C2)C3)nnc1SCC(=O)Nc1nnc(C)s1
  A = i; B = -3%; C = 0.1; D = 4%; E = -2%; F = -0.8%; G = 10%; H = -7%; I = 4%

SMILES: O=C(c1ccncc1)c1ccc(N2CCN(C3CC(=O)N(Cc4cccs4)C3=O)CC2)cc1 (stereo not drawn)
  A = i; B = 2%; C = 1.3; D = u; E = -10%; F = 3.7%; G = 12%; H = u; I = 5%

SMILES: COc1cc(NC(=O)c2ccccc2)c(OC)cc1NC(=O)CN1CCN(c2ccccn2)CC1
  A = i; B = 11%; C = -0.4; D = x; E = 1%; F = 0.2%; G = 0%; H = 5%; I = -4%

SMILES: Cc1ccc(C(=O)NCC(=O)OCC(=O)Nc2ccc(Cl)cc2C(F)(F)F)cc1C
  A = i; B = -10%; C = 0.1; D = 7%; E = u; F = 0.3%; G = -1%; H = 1%; I = 9%

SMILES: COc1cc(NS(=O)(=O)c2cc3c(cc2C)N(C)CCO3)cc(OC)c1OC
  A = x; B = x; C = x; D = 13%; E = x; F = 0.0%; G = -2%; H = -17%; I = x

SMILES: CCOC(=O)C1=C(CC)Nc2ccccc2N=C1NC(=O)Nc1ccccc1OC
  A = i; B = 0%; C = -1.8; D = -8%; E = 0%; F = -0.4%; G = -3%; H = -7%; I = 0%

SMILES: Nc1ccc(S(=O)(=O)c2ccc(N3CCOCC3)c(N)c2)cc1
  A = i; B = 0%; C = -0.7; D = x; E = x; F = -0.2%; G = x; H = -4%; I = 5%

SMILES: N#Cc1nc(Cc2ccccc2)oc1N1CCC(Cc2ccccc2)CC1
  A = i; B = 9%; C = 2.0; D = -28%; E = 0%; F = 0.2%; G = 2%; H = -24%; I = -1%

SMILES: Cc1ccc(N2CC(=O)N(c3ccc(C)cc3)CC2=O)cc1
  A = i; B = 3%; C = -1.4; D = 1%; E = -3%; F = -1.8%; G = 0%; H = 8%; I = -5%

SMILES: COc1ccccc1-c1nnc2n1N=C(C)CS2
  A = x; B = -7%; C = -0.4; D = x; E = -6%; F = -0.4%; G = -2%; H = 2%; I = -1%

# Screens as filed in PubChem.

# Some of the compounds tested; the hit share may differ from the screen's.
